RGS4 block – RGS4 inhibitors, primary screen, cell-based, HEK293 M3R inducible RGS4, calcium flux; Regulator of G-protein signaling 4 (Homo sapiens), P49798; Fluo-4 calcium flux; stronger effect = higher value; triggered by carbachol at its EC20; B-score at 10 µM; hit rate 0.45% among 310,000; AID 463165, 2010;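 active = B-score, a plate-corrected calcium signal, over three deviations above library mean, with baseline fluorescence within five deviations of library mean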;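 also: RGS4 expression induced by doxycycline in cells with stable M3 receptor; B-score is computed from the integrated fluorescence ratio over baseline after carbachol; higher B-score means a larger calcium signal and so more RGS4 inhibition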
KCNK3 block – human KCNK3 channel inhibitors, primary screen, CHO cells, FluxOR thallium flux, B-score; FluxOR fluorescence; stronger effect = lower value; AID 602410, 2012; hit rate 0.84% among 340,000; B-score at 10 µM;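 active = B-score under library mean minus 4 SD, starting fluorescence ratio at most library mean plus 5 SD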;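 also: more negative B-score means stronger inhibition of thallium flux through KCNK3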
Target sequence (O14649 whole entry, looked up): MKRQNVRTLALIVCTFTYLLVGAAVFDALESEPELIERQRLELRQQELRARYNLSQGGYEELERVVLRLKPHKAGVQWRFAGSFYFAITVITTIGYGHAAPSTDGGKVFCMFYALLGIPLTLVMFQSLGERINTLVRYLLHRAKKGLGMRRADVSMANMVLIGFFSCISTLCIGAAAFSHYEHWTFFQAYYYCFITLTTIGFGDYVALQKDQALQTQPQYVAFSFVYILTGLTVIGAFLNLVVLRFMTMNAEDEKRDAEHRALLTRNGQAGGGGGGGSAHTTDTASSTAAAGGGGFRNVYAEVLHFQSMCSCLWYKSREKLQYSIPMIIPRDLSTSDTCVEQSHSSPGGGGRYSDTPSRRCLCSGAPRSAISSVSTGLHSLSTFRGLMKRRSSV
MrgX1 PAM – positive allosteric modulators of MrgX1, primary screen, HEK293 cells, Fluo-4 calcium flux; AID 588675, 2011; B-score at 10 µM; hit rate 0.63% among 310,000; Mas-related G-protein coupled receptor member X1 (Homo sapiens), Q96LB2; FDSS; stronger effect = higher value;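 active = plate-corrected calcium response at least 3 library SD above typical, normal starting fluorescence, not activating the receptor alone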;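 also: compound read alongside a low EC10 to EC30 dose of BAM8-22 agonist; peak minus trough fluorescence over baseline measured at the second addition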
Target sequence (Q96LB2 whole entry, looked up): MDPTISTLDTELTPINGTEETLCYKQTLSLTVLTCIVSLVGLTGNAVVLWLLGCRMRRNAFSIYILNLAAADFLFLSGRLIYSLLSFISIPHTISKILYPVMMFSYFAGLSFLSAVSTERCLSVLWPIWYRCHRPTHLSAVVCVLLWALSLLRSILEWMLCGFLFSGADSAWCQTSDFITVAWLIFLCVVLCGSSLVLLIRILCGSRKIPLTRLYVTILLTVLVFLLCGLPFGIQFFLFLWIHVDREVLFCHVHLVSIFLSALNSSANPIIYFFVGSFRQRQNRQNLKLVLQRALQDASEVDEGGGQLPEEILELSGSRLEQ
KCNK9 block – KCNK9 potassium channel inhibitors, primary screen, HEK293 cells, thallium flux; FluxOR thallium flux fluorescence; stronger effect = lower value; Potassium channel subfamily K member 9 (Homo sapiens), Q9NPC2; hit rate 1.2% among 310,000; B-score at 10 µM;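 active = ratio B-score over 3 SD below the library mean, with starting fluorescence within 5 SD of its mean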;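 also: negative B-score means less thallium flux so channel inhibition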
Target sequence (Q9NPC2 whole entry, looked up): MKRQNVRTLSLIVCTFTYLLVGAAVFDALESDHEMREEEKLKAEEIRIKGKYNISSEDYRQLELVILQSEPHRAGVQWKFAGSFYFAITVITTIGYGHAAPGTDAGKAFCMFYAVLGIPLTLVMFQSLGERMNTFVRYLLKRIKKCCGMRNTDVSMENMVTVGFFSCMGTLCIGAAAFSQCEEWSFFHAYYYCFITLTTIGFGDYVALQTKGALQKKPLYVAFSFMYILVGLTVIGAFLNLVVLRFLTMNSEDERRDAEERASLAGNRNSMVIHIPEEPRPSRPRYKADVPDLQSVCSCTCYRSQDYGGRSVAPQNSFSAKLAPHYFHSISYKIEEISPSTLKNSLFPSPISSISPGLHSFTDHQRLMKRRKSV
ANO1 activ – TMEM16A chloride channel activators or potentiators, primary screen, cell-based, HTS. Anoctamin-1 (Mus musculus), Q8BHY3. HEK293 TMEM16A/YFP-H148Q/I152L, iodide quench fluorescence; stronger effect = lower value. hit rate 0.3% among 340,000. AID 623877, 2012. B-score at 10 µM;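 active = fluorescence-ratio B-score plate-corrected deviation score at least 3 library SD below zero, with starting fluorescence score within 5 deviations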;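 also: channel opened by trigger with iodide after compound preincubation; score built on the fluorescence ratio of max minus min over baseline; more negative score means more quench and so TMEM16A activation or potentiation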
KCNQ1 act – potentiators or activators of KCNQ1 channel, primary screen, cell-based, thallium flux, high-throughput. hit rate 0.35% among 310,000. CHO-K1 KCNQ1, thallium flux FluxOR fluorescence; stronger effect = higher value. B-score at 10 µM. Potassium voltage-gated channel subfamily KQT member 1 (Homo sapiens), P51787;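 active = fluorescence ratio B-score, a plate-corrected score, at least three library SD, with initial intensity B-score within 5 SD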
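Schedule – 37 °C overnight plating, 90-min dark dye load, 20-min compound pretreatment · System – stable KCNQ1 CHO-K1 line · Probe or stimulus – thallium- and potassium-containing depolarizing buffer · Measured by – kinetic FluxOR fluorescence, 10 s baseline plus 110 s post-stimulus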
ANO1 block – TMEM16A chloride channel inhibitors, primary screen, cell-based, HTS; Anoctamin-1 (Mus musculus), Q8BHY3; HEK293 TMEM16A/YFP iodide influx fluorescence, ionomycin; normalized B-score (activity score, 25-100; higher = stronger inhibition) at 10 µM; hit rate 1.2% among 310,000;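 active = ratio plate-corrected score three or more library SD toward inhibition, starting fluorescence score within five deviations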;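 also: score derived from kinetic fluorescence span divided by baseline fluorescence per well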
hERG protect – hERG rescue from dofetilide block, primary screen, cell-based, CHO-hERG, FluxOR thallium flux, dofetilide IC70; Voltage-gated inwardly rectifying potassium channel KCNH2 (Homo sapiens), Q12809; dofetilide IC70 present; activation (rescue from dofetilide block), less the hit threshold, % at 10 µM; hit rate 0.51% among 310,000; AID 1511, 2009;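 active = activation above the mean of controls blocked by dofetilide plus 5 SD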;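 also: thallium influx through hERG after potassium depolarization seen as dye fluorescence rise; in these data hits start at about 4.7%; inactives centre near -7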
MrgX1 ag – agonists of human MrgX1 receptor, primary screen, HEK293 cells, Fluo-4 calcium flux | Mas-related G-protein coupled receptor member X1 (Homo sapiens), Q96LB2 | Fluo-4 calcium fluorescence, agonist mode; stronger effect = higher value | B-score at 10 µM | hit rate 0.44% among 310,000 | AID 588627, 2011;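 active = calcium response B-score plate-corrected fluorescence ratio at least 3 library SD, with starting fluorescence B-score inside 5 SD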
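Assay system: MrgX1-expressing HEK293 cells / Amount: fifteen thousand cells per well / Doses: test compound in the initial addition of three / Timing: cells plated overnight, dye loaded 0.5 h 37 °C, 0.5 h room temperature / Technique: kinetic calcium dye fluorescence, Fluo-4 NW / Control set: positive and negative controls per plate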
RGS4 pot – RGS4 potentiators or activators, primary screen, cell-based, HEK293 M3R inducible RGS4, calcium flux. carbachol calcium flux Fluo4; stronger effect = lower value. B-score at 10 µM. hit rate 0.92% among 310,000;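 active = B-score of the integrated calcium signal more than 4 SD below the library mean, with starting fluorescence not abnormally high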;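 also: negative B-score means reduced calcium response which marks RGS4 activation or potentiation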
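Test system: HEK293 cells with stable M3R and inducible RGS4; also added: carbachol at ECmax as muscarinic agonist stimulus; schedule: dye loading 30 min 37 °C, buffer rest 30 min RT; technique: kinetic calcium fluorescence imaging with Fluo4-AM dye, 2 µM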
KCNQ1 block – inhibitors of human KCNQ1 channel, primary screen, cell-based, thallium flux, high-throughput. Potassium voltage-gated channel subfamily KQT member 1 (Homo sapiens), P51787. B-score at 10 µM. CHO-K1 KCNQ1, FluxOR thallium flux fluorescence; stronger effect = higher value. hit rate 1.3% among 310,000;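 active = compounds whose thallium flux B-score, printed positive for inhibition, exceeds three library SD while starting fluorescence stays within three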;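 also: channel opened by potassium depolarization with thallium stimulus after 20 min compound exposure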
Starred values were filed as active, the others as inactive; i = inactive; / = no result given. Random draw from the library. Share with any hit: about 6.3%.

SMILES	RGS4 block	KCNK3 block	MrgX1 PAM	KCNK9 block	ANO1 activ	KCNQ1 act	ANO1 block	hERG protect	MrgX1 ag	RGS4 pot	KCNQ1 block
O=c1c2cccnc2nc2n1CCCCC2	i	i	i	i	i	i	i	-18	i	i	i
O=C(NCC(O)CN1CCOCC1)c1ccc([N+](=O)[O-])cc1 (stereo not drawn)	i	i	i	i	i	i	i	-3	i	i	i
CSc1ccc(NC(=O)N2CCN(c3nc4ccccc4s3)CC2)cc1	i	i	i	i	i	i	i	-12	i	i	i
CCOC(=O)CN1CC23C=CC(O2)C(C(=O)Nc2ccc4c(c2)OCO4)C3C1=O (stereo not drawn)	i	i	i	i	i	i	i	-8	i	i	i
CCOC(=O)Cc1ccc(NCc2ccc(Cl)cc2)cc1	i	i	i	i	i	i	i	-3	i	i	i
COc1cccc(N2CC(O)Cn3c2nc2c3c(=O)n(CCCc3ccccc3)c(=O)n2C)c1 (stereo not drawn)	i	i	i	i	i	i	i	-6	i	i	i
O=C(CN1CCN(c2ccccc2O)CC1)NNC(=O)c1ccc(Cl)cc1	i	i	i	i	i	i	i	-5	i	i	i
Clc1ccccc1COc1ccccc1-c1nnco1	i	i	i	i	i	i	i	-10	i	i	i
COc1ccccc1NC(=O)CN(c1ccc(C)cc1)S(=O)(=O)c1c(C)n[nH]c1C	i	i	i	i	i	i	i	-6	i	i	i
Cc1ccc(NC(=O)c2cc(S(=O)(=O)N3CCc4ccccc43)cn2C)cc1C	i	i	i	i	i	i	i	-7	i	i	i
CCCCOc1ccc(C(=O)N/C(=C\c2ccc([N+](=O)[O-])cc2)C(=O)OCc2ccco2)cc1	i	i	i	i	i	i	i	-7	i	i	i
Cc1ccc2oc(C(=O)N3CCCCCC3)c(C)c2c1	i	i	6.5*	i	i	i	i	-11	i	i	i
N#CCCNC(=O)CCN1CCCCC1	i	i	i	i	i	i	i	-3	i	i	i
CCOc1ccc(CCNC(=O)Cc2ccc(S(=O)(=O)N3CCOCC3)s2)cc1OCC	i	i	i	i	i	i	i	-10	i	i	i
O=C(N1CCOCC1)C(F)(F)C(=O)N1CCOCC1	i	i	i	i	i	i	i	-10	i	i	i
Cc1cc(N2CCC(C(N)=O)CC2)nc(-c2ccccc2)n1	i	i	i	i	i	i	i	1	i	i	i
N#Cc1c(SCC(N)=O)nsc1SCc1ccccc1Cl	i	i	i	i	i	i	i	-4	i	i	i
C=CCn1c(SCC(=O)N2CCOCC2)nc2sc3c(c2c1=O)CCCC3	i	i	i	i	i	i	i	-11	i	i	i
COc1ccccc1CNC(=O)c1ccc2c(=O)n3c(nc2c1)CCCCC3	i	i	i	i	i	i	i	-12	i	i	i
COc1cccc2cc(C(=O)C3=C(O)C(=O)N(CCN(C)C)C3c3ccc(F)cc3)oc12 (stereo not drawn)	i	i	i	i	i	i	i	-10	i	i	i
Cc1c(Cl)cccc1-n1c(SCC(=O)NCc2ccccc2Cl)nnc1-c1ccncc1	i	i	i	i	i	i	i	-14	i	i	i
O=c1[nH]c2ccc(S(=O)(=O)N3CCN(c4ccccc4)CC3)cc2[nH]c1=O	i	i	i	i	i	i	i	-9	i	i	i
CC(=O)C1C(c2ccccc2Cl)NC(=O)NC1(O)C(F)(F)F (stereo not drawn)	i	i	i	i	i	i	i	-7	i	i	i
Cc1ccc(C(=O)N/C(=C/c2ccccc2)C(=O)NC(Cc2ccccc2)C(=O)O)cc1 (stereo not drawn)	i	i	i	i	i	i	i	-2	i	i	i
COc1cccc2c1C(=O)c1c(O)c3c(c(O)c1C2=O)C[C@@](O)(C(=O)CO)C[C@@H]3O[C@H]1C[C@H](N)[C@@H](O)[C@H](C)O1	i	i	i	i	i	i	i	-50	i	i	i

Retrieved by compound from the entries so far, 3 records:
SMILES	RGS4 block	KCNK3 block	MrgX1 PAM	KCNK9 block	ANO1 activ	KCNQ1 act	ANO1 block	hERG protect	MrgX1 ag	RGS4 pot	KCNQ1 block
CCCCOc1ccc(C(=O)N/C(=C\c2ccc([N+](=O)[O-])cc2)C(=O)OCc2ccco2)cc1	i	i	i	i	i	i	i	-7	i	i	i
C=CCn1c(SCC(=O)N2CCOCC2)nc2sc3c(c2c1=O)CCCC3	i	i	i	i	i	i	i	-11	i	i	i
COc1cccc2cc(C(=O)C3=C(O)C(=O)N(CCN(C)C)C3c3ccc(F)cc3)oc12 (stereo not drawn)	i	i	i	i	i	i	i	-10	i	i	i

Following part:
SMILES	RGS4 block	KCNK3 block	MrgX1 PAM	KCNK9 block	ANO1 activ	KCNQ1 act	ANO1 block	hERG protect	MrgX1 ag	RGS4 pot	KCNQ1 block
CCOc1cccc(N2C(=O)CC(NNC(=O)c3ccc(Br)o3)C2=O)c1 (stereo not drawn)	i	i	i	i	i	i	i	-6	i	i	i
Cc1cc(=O)oc2cc(OC(=O)c3ccccc3)ccc12	i	i	i	i	i	i	i	-6	i	i	i
O=C(COC(=O)COc1ccccc1[N+](=O)[O-])Nc1ccc(S(=O)(=O)N2CCCCC2)cc1	i	i	i	i	i	i	i	-6	i	i	i
CCC(=O)Nc1ccc(-c2nnc(SCC(=O)NCC3CCCO3)n2C)cc1 (stereo not drawn)	i	i	i	i	i	i	i	-10	i	i	i
O=C1/C(=C/c2cccnc2)SC(=S)N1C1CCS(=O)(=O)C1 (stereo not drawn)	i	i	i	i	i	i	i	-2	i	i	i
CC(C)(CO)NC(=O)CCCOc1ccc(Cl)cc1Cl	i	i	i	i	i	i	i	-9	i	i	i
COc1c(C(=O)Nc2ccccc2N2CCOCC2)cc2ccccc2c1Br	i	i	i	i	i	i	i	-14	i	i	i
CCCC(=O)NC(Nc1c(C)n(C)n(-c2ccccc2)c1=O)C(Cl)(Cl)Cl (stereo not drawn)	i	i	i	i	i	i	i	-10	i	i	i
CN(C(=O)c1ccc(Oc2ccc([N+](=O)[O-])cc2)cc1)C1CCCCC1	i	i	i	i	i	i	i	-6	i	i	i
O=C(OCc1cn(-c2ccc(Cl)c(Cl)c2)nn1)c1ccccc1	i	i	i	i	i	i	i	-8	i	i	i
O=c1[nH]c(=O)n(C2OC(CO)C(O)C2O)cc1Br (stereo not drawn)	i	i	i	i	i	i	i	-7	i	i	i
O=C(CSc1nnc(-c2ccccc2)o1)c1ccc2c(c1)OCCO2	i	i	i	i	i	i	i	-9	i	i	i
O=C(NCC1COc2ccccc2O1)c1cccc(S(=O)(=O)NCc2ccccc2)c1 (stereo not drawn)	i	i	i	i	i	i	i	-13	i	i	i
CN(C(=O)CSc1nnc(-c2ccco2)o1)C1CCCCC1	i	i	i	i	i	i	i	-6	i	i	i
CC(C(=O)O/N=C(\N)c1ccccn1)c1ccc([N+](=O)[O-])cc1 (stereo not drawn)	i	i	i	i	i	i	i	-9	i	i	i
CC(=O)c1ccc(OCc2ccc(Oc3c(Cl)cccc3[N+](=O)[O-])cc2)cc1	i	i	i	i	i	i	i	-22	i	i	i
Cc1cc(C)c(N(CC(=O)NCc2ccccc2)C(=O)c2csnn2)c(C)c1	i	i	i	i	i	i	i	-11	i	i	i
c1ccc2c(c1)Sc1ccccc1-n1cnnc1-2	i	i	i	i	i	i	i	-4	i	i	i
O=c1cnnc(N/N=C/c2ccccn2)[nH]1	i	i	i	i	i	i	i	-14	i	i	i
NC(=O)C1CCN(C(=O)COc2ccc(Nc3ccccc3)cc2)CC1	i	i	i	i	i	i	i	-12	i	i	i
Cc1ccc(C(=O)COC(=O)CN2C(=O)C3C4C=CC(C4)C3C2=O)cc1[N+](=O)[O-] (stereo not drawn)	i	i	i	i	i	i	i	-9	i	i	i
C(#Cc1ccc2c(c1)COc1c3ccccc3nn1-2)c1ccccc1	i	i	i	i	i	i	i	-22	i	i	i
O=C(CN1CCN(c2ccc([N+](=O)[O-])cc2)CC1)c1ccccc1	i	i	i	i	i	i	i	-6	i	i	i
Cc1ccsc1/C=N/n1c(C2CCCCC2)n[nH]c1=S	i	i	i	i	i	i	i	-7	i	i	i
O=C(c1ccco1)N1c2ccccc2Sc2ccccc21	i	-9.2*	i	-9.4*	i	i	i	-9	i	i	i

Following part
SMILES	RGS4 block	KCNK3 block	MrgX1 PAM	KCNK9 block	ANO1 activ	KCNQ1 act	ANO1 block	hERG protect	MrgX1 ag	RGS4 pot	KCNQ1 block
COc1ccc(S(=O)(=O)N(C)CC(=O)Nc2ccccc2SC)cc1	i	i	i	i	i	i	i	-5	i	i	i
COCC1CCCN(C(=O)c2cc(COc3cncc(Cl)c3)on2)C1 (stereo not drawn)	i	i	i	i	i	i	i	-1	i	i	i
COc1ccc(NC(=O)c2ccco2)cc1NC(=O)COc1ccccc1[N+](=O)[O-]	i	i	i	i	i	i	i	-4	i	i	i
Cc1cc(C(=O)Nc2ccccc2C)c2ccccc2n1	i	i	i	i	i	i	i	-4	i	i	i
C/C(=N\Nc1ccc(S(=O)(=O)Nc2ccc(Cl)cc2)cc1[N+](=O)[O-])c1ccc(N2CCOCC2)cc1	i	i	i	i	i	i	i	-8	i	i	i
O=C(CBr)c1ccc([N+](=O)[O-])c(CS(=O)(=O)c2ccc(Cl)cc2)c1	i	i	i	i	i	i	i	-8	i	i	i
Cc1nc(-c2ccccc2)sc1C1(C)CC(c2ccc(OC(F)(F)F)cc2)=NO1 (stereo not drawn)	/	i	i	/	i	/	i	/	i	/	/
O=C1CCN(CCc2ccccc2)CCN1[C@H](CSc1ccccc1)c1ccccc1	i	i	i	i	i	i	i	-19	i	i	i
Nc1nnn(CC(=O)N/N=C/c2cccc(Cl)c2)n1	i	i	i	i	i	i	i	-6	i	i	i
